Screens deposited in PubChem BioAssay by National Center for Advancing Translational Sciences (NCATS).
HTT aggregate: reduces HttQ103-GFP aggregates in PC12 cells | PC12 HttQ103-GFP aggregates, Acumen cytometry, 40 h | Potency, µM (series often up to 46.1 µM), inactives show top-dose activity change, negative = inhibition, hits mostly inhibitors | hit rate 1.1% among 220,000; also: potency is read from the fitted curve at half-maximal effect; % is scaled to controls: 0 for no effect and ±100 for the full control effect; nearly all actives have a fitted effect of over 60% in size
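PC12 cells stably carrying ecdysone-inducible HTT exon 1 Q103–GFP were induced with tebufenozide (100 nM final) and treated with library compounds in titration. GFP aggregates in lysates were counted by laser scanning cytometry.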
HTT ATP protect: cytoprotection in Huntington HTT-Q103 PC12 cell model. PC12 HTT-Q103 induced, cytoprotection, ATP luminescence, 40 h. Potency, µM (highest dose often 56.4 µM), for inactives: cytoprotection (ATP increase), hits mostly activators. hit rate 0.14% among 230,000;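 also: potency is read from the fitted curve at half-maximal effect; % of control where 0% means no effect; nearly all actives have a fitted effect of over 45% in size; toxic huntingtin expression switched on by the ecdysone agonist tebufenozide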
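Compounds were screened for protection of PC12 cells against cell death after tebufenozide induction (100 nM final) of mutant Huntingtin exon 1 (Q103) fused to GFP.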
aGlu spleen mod: inhibits or activates alpha-glucosidase in human spleen homogenate; P10253; human spleen homogenate, 4-MU-alpha-glucoside fluorescence; Potency, µM (series often up to 79.9 µM), for the others: at the highest dose activity change, negative = inhibition, most hits filed as inhibitors; hit rate 0.006% among 240,000; AID 2112;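 also: potency is read from the fitted curve at half-maximal effect; 0% = enzyme with vehicle and -100% = no enzyme basal signal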
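Compounds were titrated against alpha-glucosidase in spleen homogenate at pH 5.0, with 1 mM 4-methylumbelliferyl substrate for 40 min at 37 C. Reactions were quenched with pH 10 NaOH/glycine and fluorescence measured.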
GAA glycogen: GAA glycogen-cleavage inhibition or activation | recombinant GAA, glycogen substrate, Amplex Red glucose oxidase fluorescence | Potency, µM (series often up to 76.4 µM), for the others: at the top dose activity change, negative = inhibition, hits mostly inhibitors | hit rate 0.38% among 300,000 | AID 2100;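 also: potency is read from the fitted curve at half-maximal effect; 0% = full enzyme reaction and -100% = no-enzyme basal signal; the screen sought inhibitors and activators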
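qHTS, 1536-well; enzyme 4 nM final; cpd up to 77 uM; substrate bovine liver glycogen 30 ug; 50 mM citrate/phosphate pH 5.0, 0.01% Tween-20; 37 C, 40 min; Amplex Red detection 45 min RT; Hill fit → AC50.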
LMNA splice mod: changes lamin A minigene splicing in HeLa cells | HeLa LMNA splicing GFP/RFP minigene ratio, 48 h | Potency, µM (doses to about 46.1 µM), for the others: at the top dose ratio change, negative = inhibition, hits mostly inhibitors | hit rate 0.01% among 200,000; active = well fitted inhibition curve with a large enough effect in the signal ratio, with a control signal flat, not every such curve was filed as active; inconclusive = small, poorly fitted or top-dose-only effect, or effect the other way, or a change in a side signal; the % refers to the signal ratio; also: potency is read from the fitted curve at half-maximal effect; % is scaled to controls: 0 for no effect and ±100 for the full control effect
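S3 HeLa stable clones carrying a lamin A-EGFP splicing minigene plus DsRed2 were seeded at 600 cells/well in Opti-MEM with 2% FBS, pin-dosed and incubated 48 h at 37°C. Acumen cytometry (488 nm) gave the GFP/RFP total-intensity ratio.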
CBFb-RUNX1 inh: blocks binding between human CBF-beta and RUNX1 | AlphaScreen CBFb-His/RUNX1-biotin binding, biochemical | AID 1477 | Potency, µM (titrated, usually from 59.8 µM), for inactives: at the top dose activity, negative = inhibition, hits mostly inhibitors | 230,000 tested, under 10 active; also: % of control where 0% means no effect
Target sequence (Q01196 whole entry, looked up): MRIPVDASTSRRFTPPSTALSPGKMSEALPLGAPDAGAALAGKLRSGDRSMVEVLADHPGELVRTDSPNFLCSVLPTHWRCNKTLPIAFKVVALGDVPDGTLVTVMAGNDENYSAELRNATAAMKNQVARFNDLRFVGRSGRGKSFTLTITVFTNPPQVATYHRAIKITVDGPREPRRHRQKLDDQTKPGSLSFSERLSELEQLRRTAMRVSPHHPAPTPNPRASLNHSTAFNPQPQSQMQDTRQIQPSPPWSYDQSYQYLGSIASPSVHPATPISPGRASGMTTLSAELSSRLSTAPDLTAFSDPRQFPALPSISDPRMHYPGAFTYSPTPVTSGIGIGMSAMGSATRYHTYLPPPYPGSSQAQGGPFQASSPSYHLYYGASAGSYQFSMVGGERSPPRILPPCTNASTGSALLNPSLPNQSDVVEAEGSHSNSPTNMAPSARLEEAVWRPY
Target sequence (Q13951 whole entry, looked up): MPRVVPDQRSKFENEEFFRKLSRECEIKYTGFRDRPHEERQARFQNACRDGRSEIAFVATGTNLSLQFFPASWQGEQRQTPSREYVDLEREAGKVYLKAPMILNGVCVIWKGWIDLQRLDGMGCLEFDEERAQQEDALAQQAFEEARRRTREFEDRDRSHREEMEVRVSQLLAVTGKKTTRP
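CBF-beta (His) and RUNX1 (biotin), 30 nM each; 20 min preassociation; + compound, 15 min; + beads 50 ng each (Ni, streptavidin), 90 min; RT; AlphaScreen read.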
GAA inhib: alpha-glucosidase (human) inhibition; P10253; purified human GAA, 4-MU-alpha-glucoside fluorescence; Potency, µM (top dose mostly 76.9 µM), inactives show at the top dose activity change, negative = inhibition, most hits filed as inhibitors; hit rate 0.005% among 200,000;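 also: potency is read from the fitted curve at half-maximal effect; plate controls were uninhibited enzyme wells for no effect and no-enzyme background for full effect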
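Fluorogenic assay: 4 nM human alpha-glucosidase with 400 uM 4-methylumbelliferyl-alpha-D-pyranoside in 50 mM citrate/phosphate, 0.005% Tween-20, pH 5.0, 20 min at room temperature. Compounds tested up to 77 uM; AC50 from Hill fits.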
* = called active by the depositor; ? = inconclusive; / = not tested or not shown; & = joins results of further samples; [ ] = dose if it differs, or a comment. Unless noted, calls follow the shape of the dose curve; as a rule, active = well fitted curve in the direction sought with a large enough effect; inconclusive = small, poorly fitted or top-dose-only effect, or another doubt; inactive = no such curve, though single readings can be large; an effect the other way counts as inactive or inconclusive.

Short keys: A = HTT aggregate; B = HTT ATP protect; C = aGlu spleen mod; D = GAA glycogen; E = LMNA splice mod; F = CBFb-RUNX1 inh; G = GAA inhib
COc1ccc2oc(C(=O)c3ccccc3)c(NC(=O)CN3CCN(C)CC3)c2c1
  A: 7%; B: -53%[inhibitor][0.074 µM]; C: -2%; D: 7%; E: -2%; F: -2%; G: -4%
CCOC(=O)C1CCN(C(=O)CN(c2ccc(Cl)c(C(F)(F)F)c2)S(C)(=O)=O)CC1
  A: 0%; B: 12%; C: 2%; D: -13%; E: 3%; F: 11%; G: -2%
O=C(NCC1CCCO1)c1ccc(S(=O)(=O)N2CCC(c3nc4ccc(Cl)cc4[nH]3)CC2)cc1 (stereo not drawn)
  A: -39%; B: -7%[10 µM]; C: -3%; D: -2%; E: ?; F: -5%; G: 3%
CCC12C(=O)C(CC)(C(c3ccccc3)=C1c1ccccc1)[C@@H]1C(=O)N(c3ccc(C)cc3)C(=O)C12 (stereo partly drawn)
  A: 13%; B: -12%[1.9 µM]; C: -1%; D: 12%; E: -9%; F: 8%; G: -8%
COC(=O)CCCCC1SCC(NC(=O)c2ccccc2)C1OC(C)=O (stereo not drawn)
  A: -2%[9.22 µM]; B: 1%[10 µM]; C: 3%; D: -2%; E: -11%[46 µM]; F: 8%; G: 13%
O=C(/C=C/c1cc2ccccc2o1)c1ccccc1O
  A: 21%[9.22 µM]; B: 11%[10 µM]; C: 9%; D: 0%; E: /; F: 5%; G: /
Cc1nn(C)cc1C1C2=C(CC(C)(C)CC2=O)N(c2ccccc2)C2=C1C(=O)CC(C)(C)C2
  A: -9%; B: -1%; C: -13%; D: -15%; E: -1%; F: 4%; G: ?
CCCSc1nsc(NC(=O)C(c2ccccc2)c2ccccc2)n1
  A: 5µM*; B: -77%[inhibitor][10 µM]; C: -2%; D: -19%; E: ?; F: 3%; G: -9%
N/C(=N\OC(=O)CCc1ccccc1)c1cccnc1
  A: -6%[9.22 µM]; B: 18%[10 µM]; C: 9%; D: -5%; E: ?; F: 7%; G: 12%
CCOc1ccc(NC(=O)N(CCN(C)C)C(C)c2cccnc2)cc1 (stereo not drawn)
  A: 21%[9.22 µM]; B: 7%[10 µM]; C: 14%; D: -28%; E: /; F: 1%; G: /

Some of the entries so far, with bars between the fields.
molecule | HTT aggregate | HTT ATP protect | aGlu spleen mod | GAA glycogen | LMNA splice mod | CBFb-RUNX1 inh | GAA inhib
O=C(/C=C/c1cc2ccccc2o1)c1ccccc1O | 21%[9.22 µM] | 11%[10 µM] | 9% | 0% | / | 5% | /
Cc1nn(C)cc1C1C2=C(CC(C)(C)CC2=O)N(c2ccccc2)C2=C1C(=O)CC(C)(C)C2 | -9% | -1% | -13% | -15% | -1% | 4% | ?
CCCSc1nsc(NC(=O)C(c2ccccc2)c2ccccc2)n1 | 5µM* | -77%[inhibitor][10 µM] | -2% | -19% | ? | 3% | -9%
N/C(=N\OC(=O)CCc1ccccc1)c1cccnc1 | -6%[9.22 µM] | 18%[10 µM] | 9% | -5% | ? | 7% | 12%
CCOc1ccc(NC(=O)N(CCN(C)C)C(C)c2cccnc2)cc1 (stereo not drawn) | 21%[9.22 µM] | 7%[10 µM] | 14% | -28% | / | 1% | /

(cont.)
Short keys: A = HTT aggregate; B = HTT ATP protect; C = aGlu spleen mod; D = GAA glycogen; E = LMNA splice mod; F = CBFb-RUNX1 inh; G = GAA inhib
CCCCCc1nnc(NC(=O)Cn2cnc3ccccc3c2=O)s1
  A: 0%; B: 16%[10 µM]; C: -7%; D: 8%; E: -12%; F: -9%; G: -7%
O=C(O)c1ccccc1S
  A: -13%; B: /; C: 5%; D: -11%; E: 0%; F: 1%; G: -1%[15.4 µM]
CCN(CC)C(=O)Cn1ncc2c1-c1ccccc1OC2
  A: 11%; B: -2%; C: -7%; D: 1%; E: -1%; F: 7%; G: -3%
CCOc1cc(NC(=S)NCCCN2CCOCC2)c(OCC)cc1NC(=O)CC(C)C
  A: 25%; B: -52%[inhibitor]; C: 1%; D: 0%; E: 0%; F: -2%; G: 7%
CCC(C)c1ccc(NC(=S)NN2CCOCC2)cc1 (stereo not drawn)
  A: ?; B: -12%[10 µM]; C: -8%; D: -12%; E: -9%; F: 1%; G: 2%
Cc1nnnn1-c1cccc(C(=O)O)c1
  A: 6%; B: 17%; C: -6%; D: 2%; E: 11%; F: 3%; G: 0%
O=C(CSCc1ccc([N+](=O)[O-])cc1)NC1CC2CCC1C2 (stereo not drawn)
  A: 4%; B: -7%[10 µM]; C: -6%; D: 9%; E: -14%; F: 4%; G: 3%
Cc1ccc(NCC(=O)N/N=C/c2cc3ccccc3nc2Cl)cc1
  A: 22%; B: -32%; C: 6%; D: -2%; E: 5%; F: -8%; G: 3%
CCCn1c(=O)c2c(ncn2C)n(CCC)c1=O
  A: /; B: -15%; C: -7%&1%; D: /; E: -30%; F: -11%&22%; G: /
Cc1nc(N2CCOCC2)c2nc(-c3ccccc3)n(CCN3CCOCC3)c2n1
  A: /; B: -10%; C: -11%; D: /; E: /; F: -17%; G: /
COc1ccc(CCNC2=CC(=O)CC(C)(C)C2)cc1
  A: -13%[9.22 µM]; B: -7%[10 µM]; C: 3%; D: 3%; E: /; F: 1%; G: /
O=C(CN(Cc1ccccc1)C(=O)CSc1nnc(COc2ccccc2)o1)NC1CCCC1
  A: -17%; B: 7%[1.9 µM]; C: -3%; D: 5%; E: -2%; F: 13%; G: -1%
O=c1[nH]c(CSc2ncccn2)nc2c1cnn2-c1ccccc1
  A: 5%; B: -17%[0.074 µM]; C: -4%; D: 2%; E: -2%; F: 8%; G: 7%
N#Cc1c(SCc2cccc(Cl)c2)sc(C(=O)c2ccccc2)c1N
  A: -10%; B: 12%; C: -7%; D: -9%; E: ?; F: 24%; G: -1%
CCC(C(=O)NC1CCCC1)N(C(=O)c1snc(C(N)=O)c1N)c1ccc2c(c1)OCCO2 (stereo not drawn)
  A: 3%; B: -3%; C: 5%; D: -1%; E: ?; F: 0%; G: -9%
Nn1c(SCc2c(F)cccc2F)nnc1-c1ccccn1
  A: -5%[9.22 µM]; B: 0%[10 µM]; C: 4%; D: -3%; E: /; F: ?; G: /
Cc1ccc(C2=Nc3ccccc3SC(c3cccc([N+](=O)[O-])c3)C2)cc1 (stereo not drawn)
  A: 19%[9.22 µM]; B: 32%[10 µM]; C: 1%; D: -14%; E: /; F: ?; G: /
CCOC(=O)N1CCN(C(=O)c2c(N)no[n+]2[O-])CC1
  A: 22%; B: -45%[inhibitor]; C: -4%; D: 2%; E: 9%[9.22 µM]; F: 11%; G: 4%
COc1ccccc1NC(=O)c1ccc(CN2CCOCC2)cc1
  A: -4%; B: -7%; C: -2%; D: -5%; E: 9%; F: -6%; G: -9%
CC(=O)NC1C(=O)N=C(SCC(=O)Nc2c(C)cccc2C)NC1=O (stereo not drawn)
  A: 12%; B: 11%[10 µM]; C: -2%; D: -13%; E: /; F: -2%; G: 2%
COc1ccc2c(c1)CCc1cn3ncc(C#N)c3nc1-2
  A: -1%; B: -32%[inhibitor]; C: 4%; D: -11%; E: /; F: 10%; G: /
CC(NC(=O)Cc1ccccc1)c1nc2ccccc2[nH]1 (stereo not drawn)
  A: -31%; B: -14%[10 µM]; C: -2%; D: -6%; E: -1%; F: 12%; G: -3%
CCn1c(SCC(=O)N/N=C\c2ccccc2OCC(=O)O)nnc1-c1ccc(Cl)cc1
  A: 6%[9.22 µM]; B: 14%[10 µM]; C: 2%; D: -11%; E: /; F: 4%; G: /
N#C/C(=C\c1ccc(N2CCOCC2)o1)C(=O)NC1CCCCC1
  A: -7%[9.22 µM]; B: 16%[10 µM]; C: -2%; D: -7%; E: /; F: 0%; G: /
O=C1CCCc2nc3c(cc21)C(O)Oc1c-3ccc2ccccc12 (stereo not drawn)
  A: 14%; B: -69%[inhibitor]; C: /; D: 0%; E: /; F: 15%; G: ?
CCOC(=O)c1c(NC(=O)c2c(C)noc2C)sc2c1CCCCC2
  A: -2%; B: 5%; C: 0%; D: 3%; E: -1%; F: -1%; G: 2%
COc1cccc(NC(=O)CCCOc2cc(=O)n(C)c3ccccc23)c1
  A: ?; B: -31%; C: -6%; D: 11%; E: ?; F: -19%; G: ?
COc1ccc(CCN(CC(=O)NC(C)(C)C)C(=O)Cn2nnc(-c3ccc(C)o3)n2)cc1OC
  A: 7%; B: 6%; C: /; D: -1%; E: 16%[46 µM]; F: 7%; G: ?
Cc1nc2ccc(NC(=O)Cc3c(F)cccc3Cl)cc2s1
  A: -27%[9.22 µM]; B: -26%[10 µM]; C: 4%; D: 5%; E: /; F: 5%; G: /
CC1CCCCN1C(=O)C(Cc1ccccc1)N1C(=O)C2CCCCC2C1=O (stereo not drawn)
  A: 18%; B: 8%[10 µM]; C: -5%; D: 9%; E: -5%; F: 2%; G: 1%
COc1ccc([N+](=O)[O-])cc1N(CC(=O)N(C)C)S(C)(=O)=O
  A: 1%[9.22 µM]; B: 12%[10 µM]; C: -9%; D: 2%; E: 9%[46 µM]; F: 3%; G: -3%
COc1ccc2cc(C#N)c(N3CCN(Cc4nnnn4CCC(C)C)CC3)nc2c1
  A: ?; B: 23%[10 µM]; C: -10%; D: 3%; E: -15%; F: 11%; G: 8%
Cc1ccccc1C(=O)N1CCc2cc(-c3nc(NC(=O)Cc4ccc5c(c4)OCO5)sc3C)ccc21
  A: -18%; B: -4%[10 µM]; C: 2%; D: -15%; E: ?; F: -2%; G: 0%
O=[N+]([O-])c1ccccc1N(CC1CO1)S(=O)(=O)c1ccccc1 (stereo not drawn)
  A: 17%[9.22 µM]; B: 15%[10 µM]; C: 1%; D: -4%; E: -23%[46 µM]; F: 4%; G: 7%
Cn1ncc(C#N)c1NC(=O)C1CC(c2ccc(Cl)cc2)=NO1 (stereo not drawn)
  A: 1%; B: 18%; C: 1%; D: 6%; E: 10%; F: -4%; G: -4%
CC(=O)Oc1cc(C(F)(F)F)ccc1C(=O)O
  A: -10%[20.6 µM]; B: ?; C: -3%[29.1 µM]; D: /; E: -10%; F: 16%[21.7 µM]; G: /
O=C(NC1CCCc2ccccc21)c1cn2ccccc2n1 (stereo not drawn)
  A: 9%; B: 15%[10 µM]; C: 3%; D: 4%; E: -6%[46 µM]; F: 13%; G: -3%
COc1cccc(-c2nnc(SCN3C(=O)c4ccccc4C3=O)n2C)c1
  A: -6%; B: /; C: 6%; D: -4%; E: ?; F: 0%; G: ?
